Source: PubChem (several laboratories)
Siah-1 displacement: blockers of Siah-1 interaction with plectin peptide – biochemical, fluorescence polarization, rhodamine-plectin, uHTS, primary screen (AID 1817); Siah-1 / rhodamine-plectin peptide fluorescence polarization; higher % means a stronger effect; displacement, % at 20 µM, or IC50 in µM where a hit was titrated; hit rate 0.02% among 290,000;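 active = displacement of at least 50% at 20 µM, with a fluorescence ratio check between 0.3 and a set limit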;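 also: plate controls were Siah plus tracer with DMSO for no effect and tracer alone without Siah for full effect; strong numbers were not always called active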
Rac1 GTP hydrolysis: MgcRacGAP GTPase-activating activity inhibitors, confirmation, biochemical, ADP Hunter fluorescence. AID 624330. MgcRacGAP-stimulated Rac1 GTP hydrolysis, ADP Hunter fluorescence; higher % means a stronger effect; GST-tagged Rac1 F28L mutant substrate. hit rate 0.6% among 340,000. one-dose inhibition, % at 30 µM; IC50 in µM for titrated hits;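 active = first-screen hits whose inhibition reached a set limit at any dose in the follow-up dose series; inconclusive = inhibition above the set first-screen limit but never retested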;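 also: fluorescence reports GDP produced by GAP-driven GTP hydrolysis; strong numbers were not always called active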
NTR1 ag: NTR1-driven beta-arrestin-GFP spot formation – imaging, U2OS cells, high content, primary screen (AID 493036); P30989; activation, % at 20 µM; agonist mode; hit rate 0.17% among 330,000;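 active = activation at or above 40% of the spot to cytoplasm intensity ratio, with at least 20 cells analyzed; inconclusive = wells under 20 cells, flagged as cytotoxic or low count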;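 also: 0% = DMSO without peptide and 100% = 100 nM NTR1 peptide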
Target sequence (P30989 whole entry, looked up): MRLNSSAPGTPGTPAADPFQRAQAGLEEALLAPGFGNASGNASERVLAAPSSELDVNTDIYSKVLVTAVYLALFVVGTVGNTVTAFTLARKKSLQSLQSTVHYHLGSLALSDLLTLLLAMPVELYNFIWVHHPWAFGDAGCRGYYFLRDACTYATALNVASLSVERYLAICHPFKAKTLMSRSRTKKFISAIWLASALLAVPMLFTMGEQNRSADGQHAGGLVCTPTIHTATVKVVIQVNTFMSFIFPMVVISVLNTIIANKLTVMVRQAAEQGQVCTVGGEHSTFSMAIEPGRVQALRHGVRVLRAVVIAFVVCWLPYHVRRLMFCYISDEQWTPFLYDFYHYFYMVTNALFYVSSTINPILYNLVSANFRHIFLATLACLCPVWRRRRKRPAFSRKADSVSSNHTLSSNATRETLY
GPR35 arrestin U2OS: inhibition of zaprinast-stimulated GPR35 beta-arrestin translocation – imaging, U2OS, beta-arrestin-GFP, zaprinast agonist, primary screen (AID 2058); U2OS GPR35 beta-arrestin-GFP translocation imaging, zaprinast antagonism; higher % means a stronger effect; inhibition, % at 10 µM; hits with a dose series show IC50 in µM; hit rate 0.052% among 290,000;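 active = inhibition of at least 50% with at least 30 cells and total cytoplasm GFP at most 10,000,000; inconclusive = under 30 cells or total GFP of 10,000,000 plus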
Salmonella PhoP GFP: PhoP-dependent GFP reporter repression – Salmonella Typhimurium, primary screen (AID 1863); hit rate 0.16% among 300,000; S. Typhimurium PhoP-regulated promoter GFP reporter, 4 h; higher % means a stronger effect; inhibition, % at 50 µM, or IC50 in µM where a hit was titrated;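 active = inhibition over 29.93%, a cutoff 3 SD above the screen mean, later confirmed by dose response; inconclusive = inhibition over 29.93% but no dose response follow-up; inactive = inhibition at most 29.93% or unconfirmed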;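 also: 0% = low Mg2+ inducing control and 100% = high Mg2+ repressing control; strong numbers were not always called active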
HIV fusion peptide: inhibitors of HIV fusion peptide binding, primary screen, biochemical, uHTS, fluorescence dequenching (AID 1986); one-dose inhibition, % at 20 µM; IC50 in µM for titrated hits; cell-free peptide binding, fluorescence dequenching, 30 min; higher % means a stronger effect; hit rate 0.3% among 290,000; in the data active = inhibition mostly above about 52%, no sharp cut-off; inactive = mostly below about 76%; also: some results filed as inactive read as strong as hits
Myeloid diff 2: myeloid differentiation induction; AID 624256; ER-HoxA9 myeloid progenitors, lysozyme-GFP differentiation, flow cytometry; calls only at 10 µM; hit rate 1% among 360,000;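 active = normalized GFP-positive differentiation at or above the plate's own cutoff, the solvent-only control mean plus 3 SD; inconclusive = no clear call, values can overlap the other calls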;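 also: cells exposed to compound for four days before flow analysis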
LYP phosphatase: PTPN22 lymphoid phosphatase activity blockers – biochemical, fluorescence intensity, uHTS (AID 1779); inhibition, % at 11.5 µM; hits with a dose series show IC50 in µM; hit rate 0.054% among 290,000; recombinant LYP phosphatase, fluorescence intensity; higher % means a stronger effect; in the data active = inhibition above about 50%;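 also: plate controls were vehicle with enzyme for no effect and no enzyme for full effect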
GPR55 LPI antagonism: GPR55 antagonists blocking LPI-driven arrestin recruitment, primary screen, imaging, U2OS, beta-arrestin-GFP, LPI agonist (AID 2013) | U2OS GPR55 beta-arrestin-GFP translocation imaging, LPI antagonism; higher % means a stronger effect | inhibition, % at 10 µM, or IC50 in µM where a hit was titrated | hit rate 0.13% among 290,000;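 active = spots per cell inhibited over 60%, with over 100 cells counted and total cytoplasm intensity under 500,000; inconclusive = wells with under 100 cells, flagged as likely toxic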;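 also: U2OS cells stably carrying GPR55 and arrestin-GFP stimulated by 5 µM LPI near EC80; imaged beta-arrestin-GFP aggregate spots per cell after agonist stimulation; plate controls were LPI-stimulated DMSO wells for no effect and DMSO wells without LPI for full effect; some results filed as inactive read as strong as hits; confirmed hits need IC50 under 10 µM and bright autofluorescent wells are also inconclusive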
NTR1 ag cell count 20 µM: also measured in NTR1 ag; calls as there; cell count; measured here: cell count, cytotoxicity flag
Myeloid diff 2 GFP+ MAC1+ %: also measured in Myeloid diff 2; calls as there; GFP+ MAC1+ double positive, %; measured here: differentiation confirmed by MAC1 staining
* marks the source's active call; other numbers are inactive results; i = inactive; ? = inconclusive; / = no result given.

SMILES	Siah-1 displacement	Rac1 GTP hydrolysis	NTR1 ag	NTR1 ag cell count 20 µM	GPR35 arrestin U2OS	Salmonella PhoP GFP	HIV fusion peptide	Myeloid diff 2	Myeloid diff 2 GFP+ MAC1+ %	LYP phosphatase	GPR55 LPI antagonism
Cc1cccc(Cn2ccc(NC(=O)c3ccc4c(c3)OCO4)n2)c1	5%	5%	0.0	64	2%	9%	-2.0%	i	2.1	-3%	10%
O=C(CSc1nc2ccccc2[nH]1)NCCN1CCCCC1	-1%	2%	-0.3	48	-5%	4%	1.4%	i	0.7	-2%	-3%
C1CCCN(c2nc3nonc3nc2N2CCCCCC2)CC1	-8%	9%	1.6	35	13%	-2%	-0.5%	i	0.3	3%	7%
O=C(Nc1ccc(Cl)cc1)c1cccc(OC(=S)N2CCOCC2)c1	1%	12%	2.4	57	-1%	3%	1.3%	i	4.6	-3%	-2%
COc1cccc2c1OCC(CN1CCN(Cc3ccccc3)C(CCO)C1)=C2 (centres undefined)	7%	11%	1.2	77	7%	/	-0.9%	i	0.1	-12%	-1%
O=C(CS(=O)(=O)Cc1ccccc1)Nc1nnc(C(F)(F)F)s1	2%	3%	0.6	51	4%	3%	1.4%	i	0.2	-8%	8%
CC(C)(C)NC(=O)C1CCN(S(=O)(=O)c2ccc(Br)cc2)CC1	-2%	2%	-1.0	75	-11%	2%	-0.8%	i	0.6	-1%	14%
C/C(=N\NC(=O)CCCC(=O)O)c1c(-c2ccccc2)c2cc(Cl)ccc2[nH]c1=O	-6%	8%	2.3	51	9%	-1%	-2.3%	i	0.4	-2%	-1%
CN(CCOc1ccccc1Cl)Cc1ccccc1	4%	?	1.8	59	1%	-2%	0.4%	i	0.2	-1%	-17%
NC(=O)C1=C[C@H](c2ccc(C(F)(F)F)cc2)C[C@H](OCc2ccc(CO)cc2)O1	1%	6%	-0.1	71	0%	-11%	-0.4%	i	1.6	4%	0%
CCCCS(=O)CC(O)COCC (centres undefined)	-2%	3%	0.0	44	-3%	-11%	1.3%	i	0.8	-2%	-3%
CC(C)Cn1c(=O)c(C(=O)NCc2ccc3c(c2)OCO3)c(O)c2ccccc21	1%	8%	4.3	56	6%	8%	0.7%	i	0.1	-1%	-4%
CCC(C)(C)NC(=O)C(c1ccccc1)N(Cc1cccnc1)C(=O)c1csnn1 (centres undefined)	8%	1%	1.2	79	0%	5%	-0.6%	i	0.5	-5%	22%
O=C1CC(=Nc2ccccc2)NN1c1ccccc1	-3%	9%	18	45	2%	-5%	16%	i	0.1	-1%	-4%
O=C(CCCc1cccs1)Nc1nc(-c2ccc(F)cc2)cs1	1%	9%	2.3	89	-13%	22%	2.7%	i	0.4	-2%	7%
O=C(CN(Cc1ccccc1)C(=O)CCC(=O)Nc1ccccn1)NCCc1ccccc1	-3%	6%	-2.3	51	-1%	-3%	0.5%	i	0.5	-12%	1%
CC1=C(C(=O)OCc2ccccc2)C(c2ccc(C#N)cc2)NC(=O)N1CCCC(=O)O (centres undefined)	6%	4%	1.9	56	20%	-2%	4.2%	i	1.4	-5%	-1%
CCN(CC)c1ccc2cc(C(C)=O)c(=O)oc2c1	4%	6%	-1.5	55	4%	-23%	1.6%	i	0.8	-2%	13%
COc1cc(OC)cc(C(=O)NC(=S)Nc2ccc3[nH]c(=O)[nH]c3c2)c1	11%	8%	-0.7	61	21%	1%	1.0%	i	0.3	-8%	1%
O=C(NC(=S)Nc1cc([N+](=O)[O-])ccc1O)c1cccnc1	-2%	16%	0.6	59	-28%	7%	3.2%	i	0.3	-1%	20%
CCCNC(=O)CN(C)C(=O)c1n[nH]c2ccccc12	-1%	5%	0.4	91	0%	1%	5.3%	i	0.5	6%	-3%
Cc1nn(CC(=O)N2CCN(c3ccccc3)CC2)c(=O)c2ccccc12	5%	-1%	0.6	71	3%	-4%	-1.3%	i	0.6	-8%	11%
CN1CCN(C(=S)c2cn(Cc3ccc(Br)cc3)c3ccccc23)CC1	-3%	-15%	-0.5	38	9%	8%	-1.5%	i	1.5	-5%	25%
COc1ccc(C(=O)NNC(=O)c2ccc(S(=O)(=O)N3CCOCC3)cc2)cc1	4%	-6%	-1.4	56	-6%	4%	0.4%	/	/	0%	4%
O=C(CCN1C(=O)/C(=C/c2ccc(F)cc2)SC1=S)NCCCn1ccnc1	-2%	9%	0.1	71	1%	-8%	-0.2%	i	2.1	-5%	4%
(list continues)
SMILES	Siah-1 displacement	Rac1 GTP hydrolysis	NTR1 ag	NTR1 ag cell count 20 µM	GPR35 arrestin U2OS	Salmonella PhoP GFP	HIV fusion peptide	Myeloid diff 2	Myeloid diff 2 GFP+ MAC1+ %	LYP phosphatase	GPR55 LPI antagonism
CCOC(=O)CSc1nnc(CNC(=O)c2ccc(OC)cc2)n1Cc1ccccc1	1%	2%	2.8	72	6%	1%	2.6%	i	0.7	-10%	9%
c1csc(-c2csc(-c3cccs3)n2)c1	-5%	7%	-1.7	87	-2%	8%	3.7%	i	0.6	6%	2%
CCOC(=O)c1c(NC(=O)CSc2nc3ccccc3o2)sc(C(C)=O)c1C	4%	8%	0.7	45	-12%	-9%	5.4%	i	0.4	3%	-5%
O=C(Nc1ccc(OCc2ccccc2)cc1)Nc1ccccc1C(=O)NCCCN1CCOCC1	1%	10%	1.2	59	10%	-4%	-1.5%	i	0.6	-5%	8%
CCCCCN(C(=O)CCC(=O)OCC(=O)c1ccc(CCC)cc1)c1c(N)n(CCCC)c(=O)[nH]c1=O	/	11%	1.0	53	/	-2%	/	i	1.1	/	/
CCn1c(SCC(=O)c2ccc3ccccc3c2)nnc1-c1ccco1	-1%	5%	1.7	79	4%	-9%	17%	i	2.2	4%	13%
CCOc1cc(/C=C2/C(=N)N3OC(C)=CC3=NC2=O)ccc1OC(=O)c1ccco1	-3%	1%	1.9	75	7%	-4%	4.0%	i	0.4	-5%	12%
CCCCC(=O)Nc1sc(C(=O)N(CC)CC)c(C)c1C(=O)OC	-1%	13%	0.4	85	2%	2%	2.9%	i	0.4	-6%	4%
CCN(C(=O)CN1C(=O)S/C(=C\c2ccccc2OC)C1=O)C1CCS(=O)(=O)C1 (centres undefined)	-2%	5%	2.1	60	1%	-1%	-1.2%	i	5.3	1%	11%
O=C(NNC(=O)C1CC(c2cccs2)=NO1)NC1CCCCC1 (centres undefined)	0%	-1%	-0.1	39	1%	5%	-0.7%	i	0.5	-9%	-13%
COc1ccc2c(c1OC)C(=O)N(c1ccccc1)C2=O	0%	-5%	-0.1	49	8%	-10%	-1.0%	i	0.2	-6%	10%
COc1ccc(N2CCN(C(=O)NCc3cccc(OC)c3)CC2)cc1	1%	10%	-1.0	45	-4%	0%	-1.4%	i	0.6	-5%	-2%
COCCN1C(=O)c2ccccc2C(C(=O)NCc2ccco2)C1c1c[nH]c2ccccc12 (centres undefined)	4%	6%	-0.9	47	10%	-8%	-0.8%	i	1.7	-13%	12%
O=S(=O)(CCN1C=CC(C(F)(F)F)=NCC1)c1ccc(F)cc1	2%	12%	0.3	62	12%	-3%	2.5%	i	0.2	-2%	7%
COc1cc2nc(CN3CCOCC3)n(CC(=O)N3CCCCCC3)c(=O)c2cc1OC	6%	-12%	-0.8	45	13%	-9%	0.1%	i	0.9	-4%	1%
O=C(c1cccnc1)C1Cc2ccccc2C1=O (centres undefined)	-1%	-5%	0.8	82	0%	4%	-0.8%	i	0.3	-8%	-5%
COCc1c(C(=O)N/N=C/c2ccco2)nnn1-c1nonc1N	4%	6%	-1.0	63	1%	2%	-1.0%	i	1.7	-4%	8%
CC(C)(C)C(=O)Nc1nc(C2CCCN2S(=O)(=O)c2ccc(Cl)cc2)cs1 (centres undefined)	-1%	13%	1.0	46	5%	-3%	12%	i	0.9	-2%	0%
CC(=O)c1c(C)nc2sc3c(=N)n(N)cnc3c2c1-c1ccc(Cl)cc1	-4%	8%	0.9	62	10%	23%	-0.6%	i	0.3	2%	-1%
CS(=O)(=O)N(Cc1ccccc1)c1ccc(C(=O)Nc2ccc(C(N)=O)cc2)cc1	-4%	-13%	-0.7	57	6%	6%	-2.1%	i	0.9	-7%	12%
Cc1ccc(OCC(=O)OC(C)CN(C)Cc2ccccc2)cc1 (centres undefined)	-3%	8%	1.0	49	6%	-22%	-3.0%	i	0.6	-11%	0%
Cc1csc(N2CCN(c3cc4nc(-c5ccncc5)[nH]c4cc3Cl)CC2)n1	-5%	0%	-2.7	85	-4%	2%	0.1%	i	1.0	-12%	-11%
CC1(C)C(=O)OC(c2ccco2)C(C)(C)C1=O (centres undefined)	0%	8%	-0.1	49	-17%	2%	0.1%	i	1.8	-2%	4%
COc1ccc(S(=O)(=O)Nc2ccc(NC(C)=O)cc2)cc1	-4%	7%	1.0	81	-1%	2%	-1.5%	i	1.3	-8%	6%
COc1ccc(Cl)cc1NC(=O)C1CC(c2ccccc2O)=NO1 (centres undefined)	15%	0%	6.5	48	2%	7%	1.2%	i	1.7	-6%	-13%
Additional records:
SMILES	Siah-1 displacement	Rac1 GTP hydrolysis	NTR1 ag	NTR1 ag cell count 20 µM	GPR35 arrestin U2OS	Salmonella PhoP GFP	HIV fusion peptide	Myeloid diff 2	Myeloid diff 2 GFP+ MAC1+ %	LYP phosphatase	GPR55 LPI antagonism
CN=C(Nc1cc(C)nn1-c1ccccc1)c1ccccc1	5%	5%	1.3	49	-8%	-3%	-0.4%	i	1.4	-2%	30%
CCCCn1c(SCC(=O)N(CC)C2CCS(=O)(=O)C2)nnc1C(CC)N(C)C (centres undefined)	-2%	-4%	-0.9	77	-3%	2%	-1.2%	i	1.0	-7%	-10%
Nc1cccc(Nc2ncnc3ccccc23)c1	1%	-11%	-1.8	52	-1%	4%	-0.8%	i	1.1	-5%	-1%
COc1ccccc1NC(=O)Nc1c(C)n(C)n(-c2ccccc2)c1=O	2%	-10%	-0.1	74	-1%	-8%	-0.1%	i	4.3	1%	6%
CCCCCCCCNC(=O)/C(C#N)=C/c1ccc(SC)cc1	3%	9%	5.4	66	5%	-4%	-3.6%	i	0.7	-2%	0%
Cc1[nH][nH]c(=O)c1C(c1c(C)[nH][nH]c1=O)c1cn(Cc2ccc(F)cc2)c2ccccc12	2%	3%	/	/	-16%	20%	0.1%	i	2.8	2%	7%
